NCOA1 inh: inhibitors of human steroid receptor coactivator 1 (SRC1); HEK293 GAL4-SRC1 luciferase reporter, luminescence; Q15788; inhibition, % at 3.6 µM; 360,000 compounds, 0.12% hits;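 active = inhibition above the campaign mean plus 3 SD, with each screening campaign given its own cutoff, cut at about 60% in these data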;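 note: 0% = DMSO treated cells and 100% = gossypol at 36 µM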
MC4R ag barr: agonists of human melanocortin 4 receptor (MC4R) beta-arrestin | activation, % at 8.9 µM | 360,000 compounds, 0.98% hits | U2OS MC4R beta-arrestin complementation, luminescence; percent of melanotan II response, DMSO zero | AID 540308 | P32245;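 active = activation above a per-plate cutoff, the mean activation of sample wells on that plate plus 3 SD, cut at about 8% in these data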
NOD2 RIPK2 PPI: NOD2-RIPK2 protein interaction inhibition; O43353; CHO BLA complementation NOD2-RIPK2, CCF4 ratio; inhibition, % at 4.98 µM; 360,000 compounds, 0.38% hits; in the data active = inhibition above about 21%;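 note: 0% = vehicle only and 100% = reference blocker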
MC4R antagonist: antagonists of human melanocortin 4 receptor (MC4R) | 360,000 compounds, 0.48% hits | MC4R-expressing cells, MTII-stimulated cAMP, LANCE TR-FRET | inhibition, % at 6.5 µM;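 active = inhibition above its plate's cutoff, the mean of tested wells on that plate plus 3 SD, cut at about 29% in these data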;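 note: 0% = Melanotan II alone and 100% = Melanotan II plus saturating MCL0020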
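Test system: U2OS cells stably expressing human melanocortin 4 receptor (MC4R); also added: Melanotan II challenge; compound: 6.5 µM single dose; timing: 30-min compound preincubation, 1-h Melanotan II challenge, 1-h detection, room temperature; signal: Eu-cAMP/anti-cAMP TR-FRET, emission 671 nm; repeats: one well per compound, no replicates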
LMP1 NFkB inh: inhibitors of Epstein-Barr LMP1-induced NF-kappaB reporter; LMP1-induced NF-kappaB luciferase reporter cells, luminescence; inhibition, % at 12.5 µM; 350,000 compounds, 0.69% hits; AID 504558; in the data active = inhibition above about 41%;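 note: 0% = neutral control wells and 100% = reference inhibitor control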
SRC2 inh: inhibits human steroid receptor coactivator 2 | HEK293 GAL4-SRC2 luciferase reporter, luminescence | inhibition, % at 9 µM | 370,000 compounds, 0.17% hits | AID 651957;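 active = inhibition above the mean inhibition of all tested compounds plus 3 SD, set per campaign, cut at about 52% in these data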;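 note: 0% = DMSO treated cells and 100% = cells given Gossypol at 36 µM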
COUP-TFII inh: blocks human COUP-TFII nuclear receptor | P24468 | HEK293T NGFI-A luciferase reporter, luminescence | inhibition, % at 8.6 µM | 370,000 compounds, 0.7% hits | AID 686940;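 active = inhibition above a per-plate cutoff, mean inhibition of test wells between control levels plus 3 SD, cut at about 38% in these data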;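 note: cells cotransfected with COUP-TFII expression vector driving the NGFI-A reporter; 0% = median of COUP-TF2 test wells and 100% = reporter-only cells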
NR5A2 inv ag: suppresses constitutive activity of human LRH-1; O00482; HEK293T StAR-luciferase reporter, LRH-1 transfected, 24 h; inhibition, % at 3.6 µM; 360,000 compounds, 0.13% hits;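 active = inhibition above the mean inhibition of all tested compounds plus 3 SD, cut at about 73% in these data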;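 note: 0% = DMSO wells and 100% = reporter-only cells lacking LRH-1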
TLR9-MyD88 block: blocks human TLR9 binding to MyD88. Q9NR96+Q99836. CHO BLA complementation TLR9-MyD88, CCF4 FRET ratio. inhibition, % at 4.98 µM. 340,000 compounds, 0.21% hits. AID 504734;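 active = inhibition above the mean over all tested compounds plus 3 SD, cut at about 21% in these data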;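 note: 0% = DMSO only wells and 100% = clavulanate BLA inhibitor control wells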
ABHD5 PLIN5 PPI: blocks binding of human ABHD5 to perilipin-5 | Q00G26+Q8WTS1 | Split G. princeps luciferase complementation, luminescence, 4 h | inhibition, % at 4 µM | 360,000 compounds, 0.78% hits | AID 602281;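 active = inhibition above the mean inhibition across every tested compound plus 3 SD, cut at about 22% in these data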;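 note: 0% = DMSO only wells and the 100% control is not disclosed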
NCOA3 inh: human NCOA3 inhibition | HEK293 GAL4-SRC3 luciferase reporter, luminescence | inhibition, % at 3.6 µM | 360,000 compounds, 0.17% hits | AID 588352;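 active = inhibition above a per-campaign cutoff, the mean of all compounds plus 3 SD, cut at about 60% in these data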;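 note: 0% = DMSO-treated cells and 100% = gossypol-treated cells at 36 µM; higher means less SRC3-driven luciferase light from the GAL4 reporter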
An asterisk follows results filed as active; x = not tested or not shown. These rows are one share of the data; the hit share may differ from the screen's.

Structure,NCOA1 inh,MC4R ag barr,NOD2 RIPK2 PPI,MC4R antagonist,LMP1 NFkB inh,SRC2 inh,COUP-TFII inh,NR5A2 inv ag,TLR9-MyD88 block,ABHD5 PLIN5 PPI,NCOA3 inh
COc1cccc(N2C(=O)N(c3ccccc3)C3CS(=O)(=O)CC32)c1 (configuration not stated),6,0.1,-37,-10,-2,-8,-5,20,-7,6,7
COc1ccc2oc3cc(Cl)ccc3c(=O)c2c1,-83,x,5,x,x,-25,-10,-22,x,4,-79
O=C(NCc1ccccc1)Nc1cccn(Cc2ccccc2Cl)c1=O,8,-3.0,-1,-4,6,0,10,-13,-3,-1,10
CSCC[C@H](NC(=O)N1CCn2c1nc1ccccc12)C(=O)NC1CCCCC1,-16,-2.2,-4,10,-5,-16,-4,-8,5,0,-18
CC(=O)c1ccc(NC(=O)COC(=O)c2ccccc2N=Nc2ccc(N(C)C)cc2)cc1,-33,-2.0,0,5,-20,-30,-12,-25,-4,-1,-29
Cc1ccc(C)c(SCc2noc(C(=O)NCC3CCCO3)c2C(=O)O)c1 (configuration not stated),-35,-0.8,4,-1,2,-18,-10,-1,1,0,7
COc1ccc(-n2cc(-c3ccccc3)c3c(NN4CCOCC4)ncnc32)cc1,-22,-2.2,-2,-19,3,26,17,15,-1,6,13
C=CCc1ccccc1OCCSc1nc2ccc([N+](=O)[O-])cc2s1,-2,-0.3,-7,4,-6,3,-8,-7,4,-3,13
CCn1ncc(C2=NOC(C(=O)NCCc3ccccc3)C2)c1C (configuration not stated),-5,-1.0,-4,-8,-5,5,8,-23,6,7,-17
CCn1ccnc1CN(C)C(=O)C1CCC(=O)N(Cc2cccc(F)c2)C1 (configuration not stated),-9,0.5,-13,-5,6,4,11,8,-9,8,-8
Cc1ccc(-c2csc(NC(=O)c3cccc(N4C(=O)CCC4=O)c3)n2)o1,8,-0.3,2,0,4,x,x,-13,-2,22*,-12
O=C(NCC(c1ccco1)N1CCN(c2ccccc2F)CC1)C(=O)NC1CCCC1 (configuration not stated),8,-1.4,-11,8,-2,-22,8,-14,-8,8,-31
CCOC(=O)C1(CCCc2ccccc2)CCN(Cc2ccn[nH]2)CC1,9,-2.0,-7,10,9,18,8,17,-2,3,3
Nc1n[nH]c(=S)n1/N=C1/C(=O)Nc2ccccc21,-7,-2.8,7,-34,28,-6,13,11,0,-11,4
O=C(NC(=S)Nc1ccc(O)cc1)C1CCCC1,-42,-2.1,-6,8,-9,-9,-37,-22,15,9,-18
Cc1ccc2[nH]c3c(c2c1)CN(C(=O)CN1CC(C)OC(C)C1)CC3 (configuration not stated),6,-2.3,-10,1,0,-32,-9,7,9,2,20
CC(=O)Cc1nsc(NC(=O)c2ccc(Cl)cc2Cl)n1,-28,-0.7,-18,-6,-3,-13,-6,-24,5,-2,-10
CCOC(=O)C1CCCN(C(=O)c2cc(Cl)ccc2Cl)C1 (configuration not stated),-12,5.5,-23,7,-1,-1,-4,-1,-4,2,0
C=CCN1C(=O)c2ccc(C(=O)N3CCC(C(N)=O)CC3)cc2C1=O,0,1.9,-2,8,-2,-29,11,5,-3,4,18
Cc1ccc(NC(=O)CSc2nnc(Cc3ccccc3)o2)cc1,0,-0.4,5,-4,-23,7,0,-13,4,-1,-9
CCCc1nc2oc3c(NCCN(C)C)ncnc3c2c2c1CCCC2,-8,-0.6,0,6,-33,-37,-15,5,6,5,-4
Cc1ccc(OCCNC(=O)c2ccccc2SCC(=O)N2CCCC2)cc1,-5,-3.7,0,9,-7,-34,4,-7,8,-3,10
COc1ccc(NC(=O)COc2cccc(C(F)(F)F)c2)cn1,-104,-0.1,-6,23,0,7,24,-21,-7,2,-11
Cc1ccc(S(=O)(=O)N(C)/N=C/c2ccc(N(C)C)cc2)cc1,9,-1.6,3,8,0,-6,1,8,1,2,-8
Cc1ccc2c(c1)C(c1ccccc1)N(C(=O)C(C)C)CC(=O)N2 (configuration not stated),5,-0.1,-17,5,-17,0,9,2,-2,4,7
C=CCSc1nnc(NC(=O)C2CC(=O)N(Cc3ccc(C)cc3)C2)s1 (configuration not stated),0,-0.3,-2,4,-5,15,11,1,-2,7,4
CCOc1ccccc1NC(=S)NCCc1ccccc1,-4,-1.8,-19,2,-2,-4,9,10,4,1,-12
Cc1c(C)c2c(OCC(=O)NCc3cccnc3)cc3c(c2oc1=O)CCC(C)(C)O3,5,1.5,-8,0,7,-15,-8,12,-6,-4,18
CCOC(=O)Nc1sc2c(c1C#N)CCCC2,-99,-0.5,0,-4,-14,-40,-37,-70,-7,3,-53
COC(=O)Cn1c2[n+](c3ccccc31)CC(O)CS2 (configuration not stated),15,-2.0,-5,9,-7,-18,-3,0,0,5,1
CCOCCCNC(=O)c1cc(Nc2ccc(OC)cc2OC)nc2ccccc12,-2,-0.8,-10,15,0,0,8,19,-3,-1,-7
O=C(NCC1CCCCC1)c1cccc(S(=O)(=O)NCc2cccnc2)c1,-16,-1.4,-9,1,-1,-2,-4,-1,-4,-3,-4
Cc1cccc(C(=O)Nc2ccc3c(c2)C(=O)NC3=O)c1,-16,-1.3,-10,3,2,-28,0,-5,14,3,2
CCCCn1c(CCc2ccccc2)nc2cc3[nH]c(=O)c(C(C)C)nc3cc21,5,5.7,0,-6,-8,-26,-2,0,-2,-19,8
CCc1ccc(/C=C2\Oc3ccc(C(=O)OC)cc3C2=O)cc1,-24,0.0,-9,2,-12,-11,11,8,1,1,7
CCCCOCCCNS(=O)(=O)c1ccccc1,-18,-0.1,2,13,1,-12,9,6,-1,4,-2
CCOc1ccc(NC(=O)CN(C)S(=O)(=O)c2ccc(-c3ccc(=O)[nH]n3)s2)cc1,-9,-3.4,0,15,8,-11,-10,-5,2,-1,0
O=C(CCNC(=O)c1ccccc1)Nc1nc2ccccc2s1,-46,0.1,-1,7,-14,-2,-55,-45,2,2,-62
O=C(OCC(=O)N1CCN(C(=O)c2ccco2)CC1)c1ccccc1OCc1ccccc1,-13,1.1,-5,2,1,-4,-6,-6,-8,-2,-4
Cc1ccc(S(=O)(=O)N(C)c2ccc(OCc3cccc(C)c3)cc2)cc1,-17,-2.3,-6,0,6,-32,11,3,-2,-11,13
Cc1[nH]c2ccccc2c1/C=N/NC(=O)c1ccc(N)cc1,-20,-2.1,-6,2,0,-49,-13,-19,9,4,-9
CCOC(=O)N1CCN(C(=O)c2ccc(OCC)cc2)CC1,-10,0.3,4,0,9,10,-3,-8,1,-4,4
CN(C)S(=O)(=O)c1ccc(C(=O)Nc2ccc(CCC(=O)N3CCCC3)cc2)cc1,-11,0.3,-1,11,0,7,-10,5,-2,0,-1
Cc1ccccc1C(=O)N1CCC(C(=O)NN2C(=O)NC3(CCC(C)CC3)C2=O)CC1 (configuration not stated),7,-1.3,-12,8,-5,-11,-13,-4,3,-4,-1
COc1cccc(C2=NN(C(=O)C3CC3)C(O)(C(F)(F)F)C2)c1 (configuration not stated),-7,0.2,-8,5,-2,-16,-8,22,-9,-8,-2
Cc1ccc(CN2CCN(/N=C/C=C/c3ccccc3[N+](=O)[O-])CC2)cc1,3,-2.4,-2,1,1,-7,5,20,2,0,6
COc1ccc(N2C(=O)CC(N3CCCCC3)C2=O)cc1 (configuration not stated),2,3.5,0,14,-7,-1,-7,6,-1,14,3
Cc1ccc(C(=O)C(c2ccccc2)N2Cc3ccccc3C2=N)cc1 (configuration not stated),-9,1.0,-9,7,-3,x,x,16,-1,-5,-16
COc1ccc(-c2nnnn2C(C)C)cc1S(=O)(=O)Nc1ccccc1,-1,-1.1,-1,1,1,18,16,9,0,-2,0
COc1ccc(CCNS(=O)(=O)c2ccc(S(=O)(=O)N3CCCC3)cc2)cc1OC,-8,-0.3,-16,21,4,-5,8,-7,-3,-10,2
COC(=O)c1ccc(CC(=O)c2nc3ccccc3s2)cc1,-49,0.3,6,11,-31,-46,-8,-3,6,-4,-25
COc1cc(/C=C2\C(=O)NN(c3ccc(C)cc3)C2=O)cc([N+](=O)[O-])c1O,-17,-3.4,-3,17,1,-21,-14,9,-8,-4,7

Complete entries from above.
Cc1ccc(CN2CCN(/N=C/C=C/c3ccccc3[N+](=O)[O-])CC2)cc1 is entered as NCOA1 inh = 3; MC4R ag barr = -2.4; NOD2 RIPK2 PPI = -2; MC4R antagonist = 1; LMP1 NFkB inh = 1; SRC2 inh = -7; COUP-TFII inh = 5; NR5A2 inv ag = 20; TLR9-MyD88 block = 2; ABHD5 PLIN5 PPI = 0; NCOA3 inh = 6
O=C(CCNC(=O)c1ccccc1)Nc1nc2ccccc2s1 is entered as NCOA1 inh = -46; MC4R ag barr = 0.1; NOD2 RIPK2 PPI = -1; MC4R antagonist = 7; LMP1 NFkB inh = -14; SRC2 inh = -2; COUP-TFII inh = -55; NR5A2 inv ag = -45; TLR9-MyD88 block = 2; ABHD5 PLIN5 PPI = 2; NCOA3 inh = -62
C=CCSc1nnc(NC(=O)C2CC(=O)N(Cc3ccc(C)cc3)C2)s1 (configuration not stated) is entered as NCOA1 inh = 0; MC4R ag barr = -0.3; NOD2 RIPK2 PPI = -2; MC4R antagonist = 4; LMP1 NFkB inh = -5; SRC2 inh = 15; COUP-TFII inh = 11; NR5A2 inv ag = 1; TLR9-MyD88 block = -2; ABHD5 PLIN5 PPI = 7; NCOA3 inh = 4

Bioassay records as filed in PubChem.
